# KKLEB cytotox – CF airway cell cytotoxicity counter-screen | KKLEB CF airway cells viability, ATPlite luminescence, overnight; hits give low values; cells stimulated with P. aeruginosa culture filtrate | activity change (cytotoxicity), % at 5 µM | 360,000 compounds, 0.36% hits | AID 602141;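 active = corrected activity change at or below -50% at 5 µM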
# TWEAK-Fn14 inh – inhibitors of TWEAK-Fn14 interaction signaling; AID 1159606; inhibition, % at 10 µM; TWEAK-stimulated Fn14 reporter cells, luciferase luminescence, 8 h; 360,000 compounds, 2% hits; in the data active = inhibition above about 50%
# NR2E3 ag-1 – human photoreceptor-specific nuclear receptor agonism | CHO-S Gal4-NCOR/VP16-NR2E3 two-hybrid, luciferase | inhibition of corepressor binding, % at 3.98 µM | 360,000 compounds, 0.35% hits | AID 602229;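 active = inhibition above the mean of all tested compounds plus 3 SD, cut at about 70% in these data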;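 also: 0% = DMSO with NR2E3 transfected cells and 100% = cells lacking NR2E3 construct; higher means lower luciferase signal from less NR2E3 corepressor binding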
# Target sequence (Q9Y5X4 whole entry, looked up, the tested form may be a part): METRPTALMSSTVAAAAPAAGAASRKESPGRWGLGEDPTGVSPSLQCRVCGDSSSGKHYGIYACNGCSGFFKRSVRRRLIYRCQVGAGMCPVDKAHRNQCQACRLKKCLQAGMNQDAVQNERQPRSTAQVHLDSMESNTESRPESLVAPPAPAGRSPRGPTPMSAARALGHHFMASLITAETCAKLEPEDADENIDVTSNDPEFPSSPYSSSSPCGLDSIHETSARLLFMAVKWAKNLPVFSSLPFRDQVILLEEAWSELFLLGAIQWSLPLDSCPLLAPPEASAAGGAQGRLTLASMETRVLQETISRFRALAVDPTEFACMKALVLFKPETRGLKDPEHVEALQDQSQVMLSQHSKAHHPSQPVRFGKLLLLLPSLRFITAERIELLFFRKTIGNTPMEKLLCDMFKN
# NR2E3 ag-2 – NR2E3 (human) agonism | Q9Y5X4 | GST-NR2E3/biotin-RetCOR TR-FRET, 1536-well | inhibition of corepressor binding, % at 4.78 µM | 320,000 compounds, 0.12% hits | AID 2300;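 active = percent inhibition above the cutoff of mean plus 3 SD of all tested compounds, set per screening campaign, cut at about 20% in these data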;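 also: 0% = DMSO wells and 100% = biotin wells as full block of FRET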
#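 Format: 1536-well format; test system: GST-NR2E3 and biotin-RetCOR proteins; read-out basis: percent inhibition of TR-FRET ratio; timing: 5 h incubation at 4 °C; detection: time-resolved FRET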
# TROY signal inh – inhibitors of TROY-dependent NF-kB signaling | 360,000 compounds, 0.98% hits | AID 1347056 | inhibition, % at 10 µM | Q293 LMP1-TROYcd NF-kB luciferase reporter, 4 h;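 active = compounds whose plate-normalised and pattern-corrected inhibition of the luciferase reporter signal at the single screening dose is 50% or more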
# Peg3 promoter – reduces Peg3 promoter-driven luciferase expression in HeLa. 360,000 compounds, 1.7% hits. HeLa PEG-Prom luciferase reporter, luminescence, overnight. AID 588405. inhibition, % at 20 µM;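 active = inhibition of at least 50% at 20 µM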
# Shn3 3UTR inh – Schnurri-3 reporter inhibition in Clone20 osteoblasts. Clone20 osteoblast Shn3 3'UTR firefly luciferase, 24 h. inhibition, % at 12.5 µM. 360,000 compounds, 0.52% hits;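 active = mean inhibition of at least 75% with every replicate also reaching 75%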;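 also: 0% = median of neutral control wells and 100% = pilot-screen positive control compound; some compounds past the cut are filed as inactive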
# CF NFkB block – cystic fibrosis NF-kB activation inhibition | KKLEB NF-kB-GFP reporter, PAF-induced, GFP fluorescence overnight | inhibition, % at 5 µM | 360,000 compounds, 0.86% hits | AID 588850;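 active = at least 50% inhibition at 5 µM, scaled per plate between neutral and stimulator controls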;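 also: PAF is a Pseudomonas aeruginosa culture filtrate used as stimulus; plate controls were PAF-stimulated DMSO wells for no effect and unstimulated DMSO wells for full effect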
# TRPM1 prom inh – inhibitors of MITF-driven TRPM1 promoter in melanoma cells; SK-MEL-5 TRPM1 promoter luciferase, 24 h; inhibition, % at 12.5 µM; 330,000 compounds, 0.83% hits; AID 488899;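 active = mean inhibition across replicates of 60% or more, whatever share of single replicates reaches that level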; also: values of inactives mirror those of a sister screen read the other way
# TRAIL sens C8 – sensitizes caspase-8 expressing cells to TRAIL. NB7+C8 cells + TRAIL, ATPlite viability luminescence. inhibition (viability loss, TRAIL sensitization), % at 10 µM. 360,000 compounds, 1% hits. AID 624354;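 active = compounds causing at least 50% loss of cell viability in the single-dose screen, relative to plate controls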
# HIF-2a inh – inhibitors of HIF-2a. 786-0 RCC cells HIF-2a reporter, luciferase luminescence, overnight. inhibition, % at 18.8 µM. 360,000 compounds, 0.72% hits;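 active = inhibition of the luminescence signal of 40% or more relative to plate controls, in a single-dose primary screen at 18.75 µM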
# Active calls of the source: *; nt = not tested or not shown. Only part of the results is shown; count on the stated rates, not on these rows.
SMILES,KKLEB cytotox,TWEAK-Fn14 inh,NR2E3 ag-1,NR2E3 ag-2,TROY signal inh,Peg3 promoter,Shn3 3UTR inh,CF NFkB block,TRPM1 prom inh,TRAIL sens C8,HIF-2a inh
O=C(O)c1cnn(-c2nc(-c3ccc(Cl)cc3)cs2)c1C(F)(F)F,-5,22,-87,-1,-30,-233,-80,9,-73,-1,-172
CCCCCCN1C[C@@H](n2cc(C3CC3)nn2)[C@H](O)C[C@@H]1c1ccc(C)cc1,2,-17,-45,nt,-33,-24,3,-2,nt,18,-57
CCCC12CN3CC(C)(CN(C1)C3c1ccc(OC(C)C)cc1)C2=O (stereo not drawn),-7,3,4,-1,6,-9,-14,0,11,8,13
Cn1c(=O)c2c(nc(SCc3ccccc3)n2Cc2ccc(Cl)cc2)n(C)c1=O,3,15,12,3,31,36,31,7,0,11,2
Cc1ccsc1/C=N/NC(=S)NCCc1ccccc1,-9,-45,-81,1,-8,-40,1,0,-3,-8,-68
CNS(=O)(=O)c1cccc(C(=O)NCC2CCCCC2)c1,-12,-16,-14,0,14,2,6,8,0,-6,-2
Oc1ccc(N=Nc2cccc(C(F)(F)F)c2)cc1C=Nc1ccc(N2CCOCC2)cc1,-9,36,-1,-4,21,-6,56,78*,22,22,-37
CCOc1cc(/C=C2/NC(=O)N(CC(=O)OC)C2=O)ccc1O,6,41,-3,-6,10,9,38,16,6,20,9
Clc1ccc(C(c2nnnn2CCc2ccccc2)N2CCSCC2)cc1 (stereo not drawn),0,-8,-11,0,-6,18,14,15,-10,3,16
CC(=O)N(C(C)=O)c1ncn(C)c1S(=O)(=O)Nc1ccccc1,16,16,-2,nt,-2,-2,-2,0,9,-22,11
COc1ccc2c(c1)CCc1cnc(N)nc1-2,-1,20,-46,-4,9,-85,-18,8,-21,4,-50
O=C(Nc1nc2ccccc2s1)c1ccc2c(c1)OCO2,-19,84*,-142,-1,48,-17,32,-8,13,75*,-49
CC1CCN(C(=O)CN(c2ccc3c(c2)OCO3)S(C)(=O)=O)CC1,-6,6,13,1,-12,-7,-6,12,-9,-6,-32
Cc1ccc(-c2cc(C(=O)OCC(=O)N(C)C3CCS(=O)(=O)C3)c3ccccc3n2)c(C)c1 (stereo not drawn),11,-8,-26,0,5,13,3,-44,7,7,17
COc1cc2c(-c3ccccc3)c(C)oc2cc1/C=N/NC(N)=S,-11,-42,-5,4,15,31,5,5,38,14,25
COc1cc2c(cc1OC)C(c1ccccc1)N(C(=O)CCl)CC2 (stereo not drawn),-8,5,-11,3,-7,102*,17,22,93*,86*,93*
O=C1C2C(C(=O)N1/N=C/c1cc(Br)cc([N+](=O)[O-])c1O)C1C=CC2C12CC2 (stereo not drawn),7,-9,10,3,-25,6,0,9,-8,21,6
CCOC(=O)c1sc(=S)n(-c2ccc(Cl)cc2)c1SC,1,-4,-11,0,-12,18,-2,18,10,4,-3
CCC1(c2ccc(OC)cc2)NC(=O)N(CC(=O)NC2CCCCC2C)C1=O (stereo not drawn),19,-30,12,-1,-18,3,5,-20,7,-18,10
O=C(Nc1ccc(S(=O)(=O)Nc2ncccn2)cc1)c1ccc(Cl)c([N+](=O)[O-])c1,-2,-7,-19,nt,-10,11,3,11,13,2,13
COc1cccc(N2CCN(S(=O)(=O)c3ccc(CN4C(=O)c5cccnc5C4=O)cc3)CC2)c1,3,-7,-32,1,10,-1,-18,4,6,-5,8
COc1ccccc1OCC(=O)N1CCCCCCC1,-8,0,-54,2,-10,-17,-3,-11,2,18,0
COc1ccccc1C(=O)N=C1NC(=O)CC2C(=O)NCCN12 (stereo not drawn),1,3,0,2,-24,12,-20,-5,-11,-8,19
Cc1ccc(NC2=NCC(=O)N2C2CCCC2)c(C)c1,11,7,-2,0,11,-1,-7,8,8,7,4
COc1cc(C(=O)NC(=S)Nc2nccs2)cc(OC)c1OC,0,-25,-26,5,2,-18,20,12,-5,4,-28

# 11 structures already listed, ordered by count of non-hydrogen atoms, falling.
SMILES,KKLEB cytotox,TWEAK-Fn14 inh,NR2E3 ag-1,NR2E3 ag-2,TROY signal inh,Peg3 promoter,Shn3 3UTR inh,CF NFkB block,TRPM1 prom inh,TRAIL sens C8,HIF-2a inh
COc1cccc(N2CCN(S(=O)(=O)c3ccc(CN4C(=O)c5cccnc5C4=O)cc3)CC2)c1,3,-7,-32,1,10,-1,-18,4,6,-5,8
Cc1ccc(-c2cc(C(=O)OCC(=O)N(C)C3CCS(=O)(=O)C3)c3ccccc3n2)c(C)c1 (stereo not drawn),11,-8,-26,0,5,13,3,-44,7,7,17
O=C(Nc1ccc(S(=O)(=O)Nc2ncccn2)cc1)c1ccc(Cl)c([N+](=O)[O-])c1,-2,-7,-19,nt,-10,11,3,11,13,2,13
CCCCCCN1C[C@@H](n2cc(C3CC3)nn2)[C@H](O)C[C@@H]1c1ccc(C)cc1,2,-17,-45,nt,-33,-24,3,-2,nt,18,-57
O=C1C2C(C(=O)N1/N=C/c1cc(Br)cc([N+](=O)[O-])c1O)C1C=CC2C12CC2 (stereo not drawn),7,-9,10,3,-25,6,0,9,-8,21,6
CCCC12CN3CC(C)(CN(C1)C3c1ccc(OC(C)C)cc1)C2=O (stereo not drawn),-7,3,4,-1,6,-9,-14,0,11,8,13
CC1CCN(C(=O)CN(c2ccc3c(c2)OCO3)S(C)(=O)=O)CC1,-6,6,13,1,-12,-7,-6,12,-9,-6,-32
CC(=O)N(C(C)=O)c1ncn(C)c1S(=O)(=O)Nc1ccccc1,16,16,-2,nt,-2,-2,-2,0,9,-22,11
CNS(=O)(=O)c1cccc(C(=O)NCC2CCCCC2)c1,-12,-16,-14,0,14,2,6,8,0,-6,-2
Cc1ccsc1/C=N/NC(=S)NCCc1ccccc1,-9,-45,-81,1,-8,-40,1,0,-3,-8,-68
COc1ccc2c(c1)CCc1cnc(N)nc1-2,-1,20,-46,-4,9,-85,-18,8,-21,4,-50

# The listing continues:
SMILES,KKLEB cytotox,TWEAK-Fn14 inh,NR2E3 ag-1,NR2E3 ag-2,TROY signal inh,Peg3 promoter,Shn3 3UTR inh,CF NFkB block,TRPM1 prom inh,TRAIL sens C8,HIF-2a inh
CCN(c1ccccc1)S(=O)(=O)c1ccc2ccccc2c1,-3,-2,-5,1,-6,29,16,-10,6,9,29
CCc1nc2c(OCc3ccccc3C)cccn2c1N(C)C(=O)C1CC1,1,-3,3,nt,-9,7,-51,-6,nt,-9,-1
NC(=O)c1ccccc1NC(=O)/C=C/c1ccc(Cl)cc1,-21,-8,-181,-3,-40,-312,-87,2,-60,68*,-387
Cc1cccc(C(C)C)c1NC(=O)CN1C(=O)NC2(CCc3ccccc32)C1=O (stereo not drawn),13,13,-13,1,-6,-3,-8,-19,-3,7,1
Cn1cc(CN2CCN(Cc3ccccc3)C(CCO)C2)c(-c2ccccc2)n1 (stereo not drawn),-3,8,-4,0,11,5,9,-13,-5,-5,2
Cc1cc2ncn(C(=O)N3CCCCC3)c2cc1C,-13,-6,-47,2,-30,-27,-22,22,-29,11,-79
NC(=O)CNC(=O)[C@@H]1CC2(CC(c3cccc([N+](=O)[O-])c3)=NO2)CN1C(=O)c1ccccc1 (stereo partly drawn),-17,-8,-6,2,4,7,-18,-23,8,3,5
COc1cc2c(C#CCCO)c(-c3ccc(C#N)cc3)oc(=O)c2cc1OC,-2,-28,-7,1,-25,8,-24,-55,-18,-4,-9
O=C(/C=C/c1cccc([N+](=O)[O-])c1)Nc1cccc(NC(=O)c2cccs2)c1,1,30,12,4,12,23,15,-23,-11,-5,-72
N=C1SC(c2ccccc2)C(=O)N1c1ncc(Cc2ccccc2)s1 (stereo not drawn),-13,-54,71*,0,-27,-16,10,14,13,2,4
COc1ccc2[nH]c3c(c2c1)CCN1C(=O)N([C@@H](C)C(=O)NCC2CCCO2)C(=O)[C@]31C (stereo partly drawn),-5,6,10,0,-17,-5,1,-6,9,-15,12
Cc1c(C(=O)NCc2ccc3c(c2)OCCO3)sc(=O)n1Cc1ccc(S(=O)(=O)N(C)C)cc1,-1,20,13,nt,21,7,60,4,nt,16,-9
COc1ccc(CC(=O)NNC(=O)COc2ccc(C)cc2)cc1S(=O)(=O)N1CCOCC1,7,9,-37,-2,5,-8,1,-5,-9,-9,14
CCCn1cnc2c(SCc3ccccn3)nc(N)nc21,-2,10,11,nt,3,7,-21,11,-4,2,-33
O=C(CSc1n[nH]c(-c2ccccc2Cl)n1)NC1CCCCC1,14,36,3,6,-19,6,14,-14,5,9,13
CCC(=O)Nn1c(C2CCC2)nc2ccccc2c1=O,-4,-32,-20,4,-7,9,19,6,8,2,8
O=C(NC1CC1)C1CCN(C(=O)c2ccc(Cl)cc2Cl)CC1,9,19,-27,-2,-3,4,8,-13,16,7,10
COc1ccc(C(=O)n2cc(C(=O)c3cc(C)ccc3O)cn2)cc1OC,-19,44,0,0,45,4,17,44,-11,2,14
CCc1c(C(=O)Nc2ccc(OC)c(Cl)c2)[nH]c(C)c1C(C)=O,-5,15,-15,2,5,1,-3,7,6,9,-54
O=C(NC1CCCCC1)C1c2ccccc2OCC(=O)N1CC(F)(F)F (stereo not drawn),nt,-6,-22,nt,11,nt,nt,nt,nt,-12,7
Cc1cccc(C)c1NS(=O)(=O)c1c(C)[nH]c(=O)[nH]c1=O,3,-5,-5,3,10,5,1,11,1,-15,13
Cc1c(Cl)cccc1NC(=S)N(CCN(C)C)C(C)c1ccccn1 (stereo not drawn),-4,-1,-5,1,-28,7,25,16,9,19,16
COCCCNC(=O)CS(=O)Cc1nc(-c2cccc(OC)c2)oc1C (stereo not drawn),-2,-13,-20,0,-2,3,-12,-9,4,-18,-1
Cc1nn(-c2ccccc2)c(Cl)c1C(=O)NCC(C)c1ccccc1 (stereo not drawn),-5,-5,-49,2,-35,-56,-16,11,-5,3,-95
CC1CCC(NC(=O)c2cccn2C)CC1 (stereo not drawn),6,21,-106,nt,-36,-284,-109,8,-71,11,-185

# Screening data: PubChem BioAssay, several laboratories
